Screening results from PubChem.
Akt phos inh – Akt phosphorylation inhibition; activity change, % for hits at 50 µM; 360,000 compounds, 0.32% hits; Neuro2A IGF-stimulated pAkt S473 HTRF, 20 min; active compounds read low; in the data active means activity change below about -80%; inconclusive means mostly about -51% to -80%; further: on the % scale 0 is the no-effect control and ±100 the full control effect
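Neuro2A cells in DMEM with 0.5% FBS, overnight at 37 deg C, given compound at single 50 µM final, then IGF (6 nM final) for 20 min at 37 deg C. Lysed; phospho-Akt Ser473 by HTRF after 24 h, 665/615 ratio.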
PTHR1 ag – activates the human parathyroid hormone receptor PTHR1 | AID 743266 | 410,000 compounds, 0.075% hits | Q03431 | HEK293 GP2 PTHR1 cells, GloSensor cAMP luminescence, 1 h | Potency, µM (highest dose often 115 µM), for inactives: top-dose activation, hits mostly activators; further: potency means the concentration at half of the fitted maximal effect; nearly all actives have a fitted effect of over 55% in size; some results filed as inactive show a strong effect at the top dose; inactives centre near -15; many of its hits are not listed in these tables
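HEK-293-derived GP2 cells expressing PTHR1 and a GloSensor cAMP reporter, 3,000/well, plated overnight, given luciferin plus IBMX (each 0.5 mM as added) for 1 h at 37 °C, then compound for 1 h at 37 °C. Luminescence was read after 15 min at room temperature.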
TDP-43 yeast inh – inhibitors of TDP-43 toxicity in yeast; 410,000 compounds, 1.8% hits; Potency, µM (highest dose often 46.1 µM), inactives show at the top dose growth rescue (activation), actives largely listed as activators; AID 652104; TDP-43 expressing yeast growth rescue, BacTiter-Glo, 24 h; further: potency means the concentration at half of the fitted maximal effect; % of control where 0% means no effect; nearly all actives have a fitted effect of over 50% in size
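Yeast expressing TDP-43 (pregrown in raffinose, seeded at OD600=0.02 in galactose medium) exposed to compounds 24 hr at 30 deg C. Growth read by BacTiter-Glo luminescence; rescue of toxicity appears as increased signal.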
D3 antag – D3 dopamine receptor (human) antagonism | P35462 | D3R cells, DiscoveRx beta-arrestin luminescence, antagonist mode; active compounds read low | max response, negative = inhibition, % | 360,000 compounds, 2.5% hits | AID 652054; in the data active means max response below about -50%; inconclusive means no clear call, values can overlap the other calls; further: on the % scale 0 is the no-effect control and ±100 the full control effect; mostly tested at two doses, the higher about 12 µM
Target sequence (P35462 whole entry, looked up): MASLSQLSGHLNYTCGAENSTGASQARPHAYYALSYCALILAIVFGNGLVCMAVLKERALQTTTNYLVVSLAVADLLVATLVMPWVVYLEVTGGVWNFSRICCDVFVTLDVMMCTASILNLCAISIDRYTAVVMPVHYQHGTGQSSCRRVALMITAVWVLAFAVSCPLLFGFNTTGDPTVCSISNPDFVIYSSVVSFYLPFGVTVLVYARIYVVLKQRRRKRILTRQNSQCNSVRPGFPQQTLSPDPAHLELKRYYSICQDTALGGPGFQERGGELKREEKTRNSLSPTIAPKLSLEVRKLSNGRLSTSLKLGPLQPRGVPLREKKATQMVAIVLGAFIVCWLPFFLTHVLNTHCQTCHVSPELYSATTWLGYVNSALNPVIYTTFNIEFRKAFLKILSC
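Cells plated overnight at 1500 cells/well, then exposed to library compounds with dopamine controls for 90 minutes at 37 degrees C. DiscoveRx reagent added for 30–60 minutes at room temperature; luminescence read, quantitative HTS format.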
Abeta rescue – restores growth of yeast expressing A-beta42 peptide. 410,000 compounds, 0.063% hits. yeast expressing A-beta42, growth rescue, OD600, 48 h; response scale: 0% DMSO, 100% iron-clioquinol control. Potency, µM (top dose mostly 46.1 µM), for inactives: top-dose growth rescue, most hits filed as activators; further: potency means the concentration at half of the fitted maximal effect; nearly all actives have a fitted effect of over 55% in size
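Growth rescue measured by 600 nm absorbance after 48 h yeast culture at 30 C with compound. Values normalized between DMSO and an equimolar ferric chloride plus clioquinol control.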
aSyn yeast inh – rescues yeast growth from alpha-synuclein toxicity. Yeast expressing alpha-synuclein, growth rescue, BacTiter-Glo, 24 h. Potency, µM (series often up to 46.1 µM), inactives show top-dose growth rescue (activation), actives largely listed as activators. 370,000 compounds, 0.14% hits; further: potency means the concentration at half of the fitted maximal effect; % of control where 0% means no effect; nearly all actives have a fitted effect of over 65% in size
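Readout is rescue of growth in alpha-synuclein-expressing yeast, so inhibitors of toxicity appear as activators. Growth after 24 hr at 30 deg C in galactose medium is quantified by luminescence.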
GLP-1R inv ag – acts as inverse agonist at human GLP-1 receptor | HEK293 GLP-1R CRE-luciferase, luminescence, 24 h; GLP-1R form is constitutively active | Potency, µM (highest dose often 38.3 µM), for the others: at the highest dose activity change, negative = inhibition, actives largely listed as inhibitors | 410,000 compounds, 1.6% hits; further: potency means the concentration at half of the fitted maximal effect; on the % scale 0 is the no-effect control and ±100 the full control effect; nearly all actives have a fitted effect of over 55% in size
Target sequence (P43220 whole entry, looked up): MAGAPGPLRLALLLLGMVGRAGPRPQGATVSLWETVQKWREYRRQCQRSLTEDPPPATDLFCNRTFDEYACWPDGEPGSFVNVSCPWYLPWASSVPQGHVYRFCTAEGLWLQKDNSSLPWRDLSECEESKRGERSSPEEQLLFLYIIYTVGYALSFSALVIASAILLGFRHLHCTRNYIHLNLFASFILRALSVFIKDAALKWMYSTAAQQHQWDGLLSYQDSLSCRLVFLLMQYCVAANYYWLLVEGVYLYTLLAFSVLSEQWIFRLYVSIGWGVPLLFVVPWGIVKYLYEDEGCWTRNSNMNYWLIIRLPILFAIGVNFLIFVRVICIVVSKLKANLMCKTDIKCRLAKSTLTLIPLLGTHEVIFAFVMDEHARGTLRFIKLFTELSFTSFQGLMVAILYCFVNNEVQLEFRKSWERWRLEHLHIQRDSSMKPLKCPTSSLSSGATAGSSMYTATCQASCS
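Constitutively active GLP-1R drives a cAMP-responsive luciferase in stably transfected HEK293 cells; test compounds are added after overnight (12 h) attachment and left 24 hr, and signal loss in luminescence marks inhibition.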
GLP-1R agonist – agonists of human GLP-1 receptor; P43220; HEK293 GLP-1R CRE-luciferase, luminescence, 4-6 h; cells express a hypersensitive GLP-1R form; Potency, µM (highest dose often 45.6 µM), inactives show at the top dose activation, actives largely listed as activators; 380,000 compounds, 0.007% hits; further: potency means the concentration at half of the fitted maximal effect; % of control where 0% means no effect
FUS suppressor – suppressors of FUS proteinopathy in yeast | S. cerevisiae FUS-expressing, growth rescue, OD600, 24 h | Potency, µM (doses to about 76.6 µM), for inactives: top-dose growth rescue (activation), most hits filed as activators | 390,000 compounds, 0.24% hits;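 further: potency means the concentration at half of the fitted maximal effect; plate controls were DMSO vehicle for no effect and reference control for full effect; nearly all actives have a fitted effect of over 55% in size; some results filed as inactive show a strong effect at the top dose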
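Galactose (2%) drives FUS expression in yeast precultured in raffinose; seeding density OD 0.005. Test compounds incubated 24hr at 30C and 99% humidity before absorbance at 600 nm was measured.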
* hit, by the source's call; i = inactive; ? = inconclusive; · = no result given; & = joins results of further samples; [ ] = dose if it differs, or a comment. Unless noted, the call rests on the fitted dose curve; in most records, active means well fitted curve in the direction sought with a large enough effect; inconclusive means small, poorly fitted or top-dose-only effect, or another doubt; inactive means no such curve, though single readings can be large; an effect the other way counts as inactive or inconclusive. This is a subset; count on the stated rates, not on these rows.

SMILES	Akt phos inh	PTHR1 ag	TDP-43 yeast inh	D3 antag	Abeta rescue	aSyn yeast inh	GLP-1R inv ag	GLP-1R agonist	FUS suppressor
O=C(NCCc1ccccc1F)[C@@H]1CSC2c3ccccc3C(=O)N21 (stereo not given in full)	i	-11.1%	-4.7%	-16.8	12.9%	2.7%	?	-7.3%	28.9%
Cc1ccccc1NC(=O)CN(C)S(=O)(=O)c1cccs1	i	i	16.4%	8.3	-6.4%	1.6%	8.6%	2.8%	2.5%
CC1CCN(S(=O)(=O)c2ccc3c(c2)N(CC(=O)NCCCN2CCCCC2C)C(=O)CS3)CC1 (stereo not given)	i	-20.2%	11.4%&9.0%	8.9	12.3%&2.8%	-0.7%	?	-6.1%	20.6%&0.0%
Cc1cccc(C)c1NC(=O)c1ccc2c(c1)CCN2S(C)(=O)=O	i	i	-15.4%	-10.1	-0.9%	-5.3%	-11.9%	-1.8%	12.7%
C(=N\Nc1nn2cnnc2c2ccccc12)/c1ccco1	i	?	-17.9%	-26.4	-19.8%	-5.3%	-0.7%	6.0%	50.7%
COc1ccc([C@H]2C[C@@H](O)[C@H](n3cc(COC(=O)c4ccccc4)nn3)CN2C(=O)C2CCCCC2)cc1	i	-10.9%	0.3%	7.3	1.4%	5.0%	-10.5%	10.4%	38.8%
CCOC(=O)C1=C(CNC(C)(C)CC(C)(C)C)NC(=O)NC1c1cccc([N+](=O)[O-])c1 (stereo not given)	i	-8.1%	-10.0%	-4.6	5.7%	7.8%	?	10.7%	44.7%
COc1ccc(S(=O)(=O)NCc2ccncc2)cc1NC(=O)c1ccccc1	i	i	0.0%	-5.4	-16.2%	-9.6%	-5.0%	-0.3%	16.5%
COc1ccc(-c2oc3cc(O)c(OC)c(O)c3c(=O)c2OC)cc1O	i	i	-11.4%	?	-18.6%	27.7%	?	?	·
CCOC(=O)C1=C(COC(=O)/C=C/c2cc(OC)c(OC)c(OC)c2)NC(=O)NC1C (stereo not given)	i	-42.9%[inhibitor]	17.2%	13.9	-6.2%	-0.2%	63.7%[activator]	25.3%	·

Single records, as listed above. Values in the order: Akt phos inh, PTHR1 ag, TDP-43 yeast inh, D3 antag, Abeta rescue, aSyn yeast inh, GLP-1R inv ag, GLP-1R agonist, FUS suppressor
Results for COc1ccc(-c2oc3cc(O)c(OC)c(O)c3c(=O)c2OC)cc1O : i, i, -11.4%, ?, -18.6%, 27.7%, ?, ?, ·
Results for O=C(NCCc1ccccc1F)[C@@H]1CSC2c3ccccc3C(=O)N21 (stereo not given in full) : i, -11.1%, -4.7%, -16.8, 12.9%, 2.7%, ?, -7.3%, 28.9%
Results for Cc1cccc(C)c1NC(=O)c1ccc2c(c1)CCN2S(C)(=O)=O : i, i, -15.4%, -10.1, -0.9%, -5.3%, -11.9%, -1.8%, 12.7%
Results for COc1ccc([C@H]2C[C@@H](O)[C@H](n3cc(COC(=O)c4ccccc4)nn3)CN2C(=O)C2CCCCC2)cc1 : i, -10.9%, 0.3%, 7.3, 1.4%, 5.0%, -10.5%, 10.4%, 38.8%

Later entries
SMILES	Akt phos inh	PTHR1 ag	TDP-43 yeast inh	D3 antag	Abeta rescue	aSyn yeast inh	GLP-1R inv ag	GLP-1R agonist	FUS suppressor
COc1ccccc1CNC(=O)CN(C)S(=O)(=O)c1ccc(Br)s1	i	i	8.2%	8.9	-5.4%	23.7%	?	13.3%	-18.1%
Cc1ccc2nc(Cc3ccc(N)cc3)[nH]c2c1	i	-15.6%	-22.4%	7.9	14.6%	-3.0%	-1.1%	7.7%	17.6%
Cc1nnsc1C(=O)NC1CCCc2c1cnn2-c1ccccc1F (stereo not given)	i	-25.0%	17.8%	15.5	6.0%	-1.7%	1.0%	-11.1%	8.7%
Cc1nn(-c2ccccc2)c(Cl)c1/C=N/NC(=O)OC(C)(C)C	i	-15.8%	-4.6%	26.0	-9.7%	-10.3%	?	-16.2%	·
CC(C)CCNC(=O)C1CCCN1C(=O)NC1CCCCC1 (stereo not given)	i	-24.6%[57.5 µM]	4.4%	-1.9	6.8%	-6.1%	3.2%	1.6%	-5.5%
CCOC(=O)C1CCCN(C(=O)c2ccccc2NS(=O)(=O)c2ccc(F)cc2)C1 (stereo not given)	i	i	-18.9%	-9.7	-8.4%	7.6%	-27.8%	7.6%	-0.5%
COc1ncnc2sc(-c3ccccc3)cc12	i	-17.9%[57.5 µM]	-5.6%	3.5	-25.6%	0.2%	54.8%[activator]	-0.6%	4.7%
CCCCC(O)(CCCC)C(=O)NN(C(=O)c1cccnc1Cl)c1ccccc1	i	-7.3%	-8.6%	-5.7	11.2%	1.1%	-12.2%	0.4%	-0.7%
CCOc1ccc(CN(CCO)CCO)cc1[N+](=O)[O-]	i	-22.0%	-18.7%	15.8	5.9%	1.1%	1.7%	-0.9%	·
O=C(C1CCN(S(=O)(=O)c2cccc3nsnc23)CC1)N1CCCCC1	i	i	13.1%	16.0	5.7%	0.1%	2.8%	-0.5%	-11.0%
COc1ccc(S(=O)(=O)N2CCNC(=O)C2)cc1Br	i	i	-11.3%	0.1	2.6%	-5.9%	18.2%	1.1%	12.8%
Cc1c(Cl)cccc1NS(=O)(=O)c1ccccc1	i	-8.7%	18.0%	?	0.0%	22.0%	10µM*	9.7%	·
O=c1[nH]c(CN2CCN(CCO)CC2)nc2ccccc12	·	-10.3%[57.5 µM]	-4.7%	-5.5	8.2%	2.8%	-6.8%	-11.5%	-34.6%
Cc1cc(Nc2cc(F)ccc2C)n2ncnc2n1	i	-1.8%	-2.7%	0.0	-14.6%	4.7%	7.9%	8.2%	-22.6%
CC(NC(=O)c1cccnc1)C(c1cccs1)N1CCOCC1 (stereo not given)	i	i	12.2%	0.5	4.4%	3.3%	2.8%	-13.4%	·
O=C(N/N=C/c1ccccn1)c1cc(Br)ccc1O	i	?	-11.3%	?	5.6%	-8.0%	?	-5.5%	16.0%
CN1CCN(CCCNC(=O)c2ccc3c(c2)N(Cc2ccccc2)CCS3)CC1	i	-5.6%	0.0%	-15.3	2.3%	2.5%	?	2.9%	9.7%
COC(=O)c1ccccc1NC(=S)NC(=O)C1CC1	i	i	-5.9%	5.4	12.9%	-5.4%	0.0%	-19.3%	11.0%
CC(=O)N1CCN(c2ccc(NC(=O)c3ccc4c(c3)OCO4)cc2)CC1	i	i	1.6%	1.2	0.9%	-2.1%	16.0%	2.5%	19.1%
Cc1cc(Cl)c2oc(C(=O)N3CCN(c4cnccn4)CC3)c(C)c2c1	i	-49.1%[inhibitor]	5.2%	32.1	6.5%	12.0%	9.4%	29.5%	33.7%
COc1ccc(OC)c(CN2CCN(S(=O)(=O)c3ccccc3)CC2)c1	i	-8.6%&-49.8%	8.9%&9.9%	-11.1	19.5%&-11.9%	9.4%	-23.0%&-7.2%	10.2%	-5.3%&-10.7%
COc1ccc(N2CC(C(=O)N[C@H](C(=O)NC(C)c3ccccc3)C(C)C)CC2=O)cc1 (stereo not given in full)	i	-13.7%	9.4%	10.6	1.7%	1.7%	1.7%	-8.0%	-13.8%
CCc1ccc(CNC(=O)c2ccc(NC(=O)C3=CSCCO3)cc2)cc1	i	i	?	-3.8	6.8%	0.1%	-23.8%	7.7%	?
CSc1nc(-c2ccc(Cl)cc2)nc(N)c1C#N	i	i	-0.8%	-5.1	-18.6%	-0.3%	3.6%	3.8%	-7.1%
COc1ccc2[nH]c(C(=O)N/N=C/c3ccc(OC)c(O)c3)cc2c1	i	-0.6%	12.5%	-17.6	-8.8%	-0.6%	?	17.5%	19.5%
Cn1cc([N+](=O)[O-])cc1-c1nc2ccccc2n1C	i	-9.5%	22.5%	1.3	15.8%	-1.9%	21.1%	5.0%	-28.1%
Cn1c(NC(=O)Cc2cccs2)cc(=O)n(C)c1=O	i	i	14.3%	-14.4	-1.5%	7.3%	42.6%[activator]	9.4%	-9.8%
CCOc1ccc(CN2CCN(CCCc3ccccc3)C(CCO)C2)cc1 (stereo not given)	i	-24.9%	-5.1%	-25.6	-6.4%	-1.9%	?	0.6%	-9.8%
CC(=O)c1ccc(NC(=O)CSc2nc3[nH]ncc3c(=O)[nH]2)cc1	i	i	14.7%	16.0	-12.0%	1.3%	19.8%	-4.0%	8.1%
COc1ccccc1NC(=O)C(=O)NCc1ccncc1	i	-18.5%	2.7%	1.3	-14.0%	-8.0%	-6.9%	4.3%	13.7%
COC(=O)C1=C(C(=O)OC)SC(=C2C(=S)C(C)(C)N(C(=O)CC(C)C)c3ccccc32)S1	i	i	?	-11.7	25.1%	-3.0%	0.0%	-2.3%	23.5%
Cc1ccc(-c2nnc(N3CCC(C)CC3)c3ccccc23)cc1C	i	-90.2%[inhibitor]	-10.5%	?	-52.7%[inhibitor]	0.1%	2.51µM*	0.2%	24.7%
O=C(CNS(=O)(=O)c1ccccc1)N/N=C\c1ccc(Cl)cc1	i	-22.8%	15.0%	29.9	11.4%	-0.9%	5.2%	14.0%	·
CC(=O)Nc1ccc(S(=O)(=O)NCc2cccnc2)cc1	i	-9.7%	19.8%	11.0	7.3%	0.8%	36.0%[activator]	2.4%	-1.0%
C=CCc1ccccc1OCC(O)CN(CC)CC (stereo not given)	·	-6.9%[57.5 µM]	-22.6%	-13.8	16.5%	-12.7%	0.0%	-7.1%	14.7%
Cc1cc(=O)oc(C)c1C(=O)Nc1cccnc1Cl	i	-24.2%	4.8%	6.8	-7.7%	-0.4%	15.6%	-5.5%	-21.6%
COC(=O)CN1C(=S)N(C)C(=O)/C1=C/c1cccs1	i	-17.7%	6.3%	9.5	6.4%	1.0%	1.6%	0.9%	-36.9%
COc1ccc(NC(=O)CSc2nc(-c3cccc(C)c3)[nH]c2-c2ccccc2)cc1OC	·	i	1.4%	·	8.7%	·	?	·	2.3%
